Assay outcomes as filed in PubChem.
p53null 39C tox: p53 null cell cytotoxicity, nonpermissive temperature; AID 904; 55,000 tested, 0.97% active; H1299 p53-null (neo) cells, 39C, ATPlite viability, 24 h; Potency, µM (doses to about 46.1 µM), without a hit: at the top dose activity, negative = cell killing, actives largely listed as cytotoxic;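 note: 0% = DMSO only and -100% = full killing by 100 µM tamoxifen; nearly all actives have a fitted effect of over 50% in size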
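Cells seeded at 600/well, 37C overnight. Compound added (up to 46 uM), plates shifted to 39C for 24 hr. ATPlite added, luminescence read after 20 min at room temperature.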
p53null 32C kill: p53 null cell cytotoxicity, permissive temperature; H1299-neo p53 null cells, ATP luminescence, 24 h, 32C; Potency, µM (highest dose often 46.1 µM), for inactives: top-dose activity change, negative = cytotoxicity, actives largely listed as cytotoxic; 55,000 tested, 0.62% active; AID 903;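 note: 0% = DMSO only and -100% = full killing by 100 µM tamoxifen; nearly all actives have a fitted effect of over 55% in size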
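Overnight 37C seeding (600 cells/well) of H1299-neo preceded a 24 hr, 32C exposure to compounds up to 46 uM. ATP levels, read by luminescence after 20 min at RT, indicated surviving cells.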
* marks the source's active call; other numbers are inactive results; [ ] = another dose, or the depositor's remark. Calls come from the whole dose curve; as a rule, active = well fitted cell-killing curve with a large enough effect; inconclusive = small, poorly fitted or top-dose-only effect; inactive = no such curve, though single readings can be large or run the other way. Potency is the fitted concentration of half-maximal effect. Not all compounds are listed; count on the stated rates, not on these rows.

O=C(c1cc(C2CC2)nc2ccc(Br)cc12)N1N=C(C(F)F)CC1(O)C(F)F (stereo unspecified) was read as p53null 39C tox inconclusive and p53null 32C kill 5%.
`CCOC(=O)CSC1=Nc2ccccc2C2=NC(CC(=O)NCc3ccc(OC)cc3)C(=O)N12` (stereo unspecified) gave p53null 39C tox 37% and p53null 32C kill -2%.
Screening Cc1ccccc1NC(=O)CSc1nnc(Cc2ccccc2)o1 returned p53null 39C tox 4% and p53null 32C kill 0%.
C/C(CCc1oc2ccc(Cl)cc2c1-c1ccc(C)o1)=N\O was read as p53null 39C tox -2% and p53null 32C kill -8%.
`Cc1ccccc1NC(=S)N1CCN(Cc2ccc3c(c2)OCO3)CC1` gave p53null 39C tox -4%[1.84 µM] and p53null 32C kill -6%.
`Cc1cc(C)nc(/N=C2\NC(=O)CC3C(=O)NCCN23)n1` (stereo unspecified) gave p53null 39C tox 8% and p53null 32C kill 6%.
Cc1ccc(C(=O)SC2=NCCS2)cc1 was read as p53null 39C tox 11% and p53null 32C kill -11%.
Screening CCCCC(c1nnnn1CCOC)N1CCN(C)CC1 (stereo unspecified) returned p53null 39C tox -17% and p53null 32C kill -1%.
`Cc1ccc(S(=O)(=O)Cn2nnnc2C(CC(C)C)N2CCN(c3ccccc3)CC2)cc1` (stereo unspecified) gave p53null 39C tox -5% and p53null 32C kill -1%.
Cc1sc2ncnc(SC(C)C(=O)N3c4ccccc4Sc4ccccc43)c2c1C (stereo unspecified) was read as p53null 39C tox 4% and p53null 32C kill -18%.
`O=C(CS(=O)(=O)Cc1ccccc1)Nc1ccc(Cl)cn1` gave p53null 39C tox 0% and p53null 32C kill -5%.
Cc1ccc(S(=O)(=O)N2CCN(CC(=O)N/N=C\c3ccc(Cl)c([N+](=O)[O-])c3)CC2)cc1 was read as p53null 39C tox -2%[1.84 µM] and p53null 32C kill -13%.
For COc1ccc2ccc3c(c2c1)N=CC1(O3)N(C)c2ccccc2C1(C)C (stereo unspecified) the results were p53null 39C tox -21% and p53null 32C kill 7%.
Screening CCN(CC)CC(C)OC(=O)COc1ccc(OC)cc1 (stereo unspecified) returned p53null 39C tox -6% and p53null 32C kill 2%.
COc1ccc2cc(CN(Cc3cccs3)Cc3nnnn3Cc3ccccc3)c(=O)[nH]c2c1 was read as p53null 39C tox -13% and p53null 32C kill 12%.
Screening O=C(NCC(O)CO)c1ccc2[nH]c3ccccc3c2c1 (stereo unspecified) returned p53null 39C tox 23% and p53null 32C kill 1%.
COc1ccc(OC)c(S(=O)(=O)NCCc2cn3ccsc3n2)c1 was read as p53null 39C tox 0% and p53null 32C kill 7%.
For Cn1nc2c(c1C(=O)O)CCCC2 the results were p53null 39C tox 3% and p53null 32C kill -6%.
Cn1c(=O)c(/C=C/c2ccccc2)nc2ccccc21 was read as p53null 39C tox 5%[1.84 µM] and p53null 32C kill -13%.
`Oc1c(C(c2ccccc2)N2CCc3ccccc3C2)sc2ncnn12` (stereo unspecified) gave p53null 39C tox 2% and p53null 32C kill -4%.
Screening COc1cc(/C=C2/SC(=S)N(c3ccccc3)C2=O)ccc1Oc1nc(N2CCOCC2)nc(N2CCOCC2)n1 returned p53null 39C tox 18% and p53null 32C kill 0%.
For Cc1cccc(NC(=O)C2C3C=CC(C4CC34)C2C(=O)O)c1 (stereo unspecified) the results were p53null 39C tox 24% and p53null 32C kill -12%.
Screening CCC(Sc1ncccc1C(=O)O)C(=O)N1CCCC1 (stereo unspecified) returned p53null 39C tox -1% and p53null 32C kill -1%.
`Cc1cc(C)c(C(N)=O)c(Nc2cccc3ccccc23)n1` gave p53null 39C tox inconclusive and p53null 32C kill inconclusive.
O=C(CSc1nnc(-c2ccccc2Cl)o1)Oc1ccc(Br)cc1 was read as p53null 39C tox -5% and p53null 32C kill -1%.
`O=C(Nc1ccccc1C(=O)NC1CCCCC1)c1ccco1` gave p53null 39C tox -14% and p53null 32C kill 9%.
Cc1ccnc(N2C(=O)c3ccccc3C2Nc2cccc(C)c2C)c1 (stereo unspecified) was read as p53null 39C tox 25% and p53null 32C kill 4%.
Screening C#CCSc1nnc(-c2ccc(C)cc2)o1 returned p53null 39C tox -17% and p53null 32C kill inconclusive.
For O=C(O)CN=C1NC2(CCCCC2)Cc2ccccc21 the results were p53null 39C tox -2% and p53null 32C kill -6%.
Screening O=C1CC(Sc2nnnn2C2CCCCC2)C(=O)N1c1ccccc1 (stereo unspecified) returned p53null 39C tox -1% and p53null 32C kill -11%.

Structural class: the compounds so far containing a furan ring, fused or not.
C/C(CCc1oc2ccc(Cl)cc2c1-c1ccc(C)o1)=N\O was read as p53null 39C tox -2% and p53null 32C kill -8%.
`O=C(Nc1ccccc1C(=O)NC1CCCCC1)c1ccco1` gave p53null 39C tox -14% and p53null 32C kill 9%.

Later entries.
`COc1ccc(CN(CC2CCCO2)C(=O)CN2C(=O)COc3ccccc32)cc1OC` (stereo unspecified) gave p53null 39C tox -18% and p53null 32C kill 6%.
`Cc1cccc(NC(=O)C2CC(=O)OC23CCCC3)c1` (stereo unspecified) gave p53null 39C tox 13% and p53null 32C kill 6%.
`CNCC(O)Cn1c(C(F)(F)F)nc2ccccc21` (stereo unspecified) gave p53null 39C tox -16% and p53null 32C kill -7%.
O=C(CSc1nnc(Cn2c(=O)sc3ccccc32)n1-c1ccccc1)NCc1ccco1 was read as p53null 39C tox -8% and p53null 32C kill 8%.
CCOCCCNC(=O)CCSc1ccc(C)cc1 was read as p53null 39C tox -1% and p53null 32C kill 1%.
`CCc1cc2c(SCC(=O)c3ccc(C)cc3)ncnc2s1` gave p53null 39C tox inconclusive and p53null 32C kill -2%.
For CCOC(=O)c1ccccc1NC(=O)c1cccnc1 the results were p53null 39C tox 6% and p53null 32C kill 1%.
CN(C)c1cccc(C(=O)OCC(=O)Nc2ccccc2-c2ccccc2)c1 was read as p53null 39C tox -10% and p53null 32C kill -8%.
For COc1ccccc1C(=O)NCCNC(=O)c1ccco1 the results were p53null 39C tox -22% and p53null 32C kill 2%.
For CC(Oc1ccc(Cl)cc1Cl)c1nc(-c2ccc(NC(=O)c3ccccn3)cc2)no1 (stereo unspecified) the results were p53null 39C tox -14% and p53null 32C kill -27%.
Screening Cc1cccc2c1N1C(=O)c3c(C(=O)O)cccc3C1CC2C (stereo unspecified) returned p53null 39C tox -3% and p53null 32C kill -5%.
CCC(=O)NCCC(c1ccco1)c1ccccc1OC (stereo unspecified) was read as p53null 39C tox -14% and p53null 32C kill -11%.
Screening CC(C)CC(C(=O)NC1CCCC1)N(Cc1cccs1)C(=O)c1snc(C(N)=O)c1N (stereo unspecified) returned p53null 39C tox -1% and p53null 32C kill -18%.
For Cc1nnc(SCC(=O)N2CCCCC2)n1CC1CCCO1 (stereo unspecified) the results were p53null 39C tox 32% and p53null 32C kill 5%.
Cc1ccc(C)c(S(=O)(=O)NCc2ccc(C(=O)N3CC(C)OC(C)C3)cc2)c1 (stereo unspecified) was read as p53null 39C tox -8% and p53null 32C kill -5%.

Entries listed so far that contain a COOH group:
For Cn1nc2c(c1C(=O)O)CCCC2 the results were p53null 39C tox 3% and p53null 32C kill -6%.
For Cc1cccc(NC(=O)C2C3C=CC(C4CC34)C2C(=O)O)c1 (stereo unspecified) the results were p53null 39C tox 24% and p53null 32C kill -12%.
Screening CCC(Sc1ncccc1C(=O)O)C(=O)N1CCCC1 (stereo unspecified) returned p53null 39C tox -1% and p53null 32C kill -1%.
For O=C(O)CN=C1NC2(CCCCC2)Cc2ccccc21 the results were p53null 39C tox -2% and p53null 32C kill -6%.
Screening Cc1cccc2c1N1C(=O)c3c(C(=O)O)cccc3C1CC2C (stereo unspecified) returned p53null 39C tox -3% and p53null 32C kill -5%.

Continued.
Screening COc1ccc2c(C(=O)CN(C)C3CCCCC3)c[nH]c2c1 returned p53null 39C tox -6% and p53null 32C kill -8%.
O=C(COC(=O)/C=C/c1cccc(Cl)c1)NCCC1=CCCCC1 was read as p53null 39C tox 15% and p53null 32C kill 0%.
For COc1ccc(CC(=O)Nc2ccc(-c3noc(-c4cc(OC)c(OC)c(OC)c4)n3)cc2)cc1 the results were p53null 39C tox -11% and p53null 32C kill 0%.
For CCCC(=O)c1ccc(N2CCCC2)c(F)c1 the results were p53null 39C tox 2% and p53null 32C kill 6%.
`COC(=O)c1ccc(NC(=S)Nc2ccccn2)cc1` gave p53null 39C tox -10% and p53null 32C kill -10%.
Screening CCn1c(SCC(=O)N2CCCC2)nnc1-c1ccc(N)cc1 returned p53null 39C tox -22% and p53null 32C kill -15%.
For Cn1ncc(Br)c1C(=O)Nc1c(F)c(F)cc(F)c1F the results were p53null 39C tox -28% and p53null 32C kill -7%.
`CCOC(=O)C(CC)Sc1nnc(COc2ccc(C)cc2)n1-c1ccccc1` (stereo unspecified) gave p53null 39C tox 0% and p53null 32C kill 0%.
`COC(=O)c1cccc(NS(=O)(=O)c2ccc(OC)cc2)c1C` gave p53null 39C tox -3% and p53null 32C kill 4%.
`CSc1ccc(S(=O)(=O)N2CCCC2)cc1` gave p53null 39C tox -11% and p53null 32C kill -1%.
For COc1cccc(C(C(=O)NC(C)(C)C)N(C(=O)CCC(=O)Nc2cc(C)on2)C(C)(C)C)c1OC (stereo unspecified) the results were p53null 39C tox 23% and p53null 32C kill -4%.
`CCCSc1nc2c(=O)[nH][nH]c(=O)c2n1Cc1ccccc1` gave p53null 39C tox 0% and p53null 32C kill -4%.
`CCc1ccc(S(=O)(=O)NCc2csc(-c3cccnc3)n2)s1` gave p53null 39C tox 17% and p53null 32C kill -1%.
CC1(C)CC(=O)C(C=NCCN2CCN(C(=O)c3ccc(F)cc3)CC2)=C(O)C1 was read as p53null 39C tox 11% and p53null 32C kill -4%.
`O=C(NCCN1CCOCC1)c1cc2ccccc2[nH]1` gave p53null 39C tox -12% and p53null 32C kill 3%.
Screening CN(C)C(=O)/C(=C/c1cn(-c2ccccc2)nc1-c1cccc([N+](=O)[O-])c1)NC(=O)c1ccccc1 returned p53null 39C tox 5% and p53null 32C kill 5%.
For Cc1cccc(CSc2nnc(N)n2-c2ccccc2)c1 the results were p53null 39C tox 3% and p53null 32C kill -1%.
Screening CCn1c(CNc2ccc(F)cc2)nnc1SCC(=O)Nc1ccccc1OC returned p53null 39C tox -7% and p53null 32C kill -4%.
Screening Cc1ccc2cccc(NC(=S)NC(=O)c3ccn(C)n3)c2n1 returned p53null 39C tox 12% and p53null 32C kill 1%.
Screening NNc1nc2sc3c(c2c(=O)[nH]1)CCc1ccccc1-3 returned p53null 39C tox -1% and p53null 32C kill 5%.
COCCN(C(=O)Cn1nnc2ccccc21)C(C(=O)NC1CCCC1)c1ccc(OC)cc1OC (stereo unspecified) was read as p53null 39C tox 0% and p53null 32C kill 5%.
`COc1ccc(C(=O)NC2CCN(CC(=O)Nc3cccc(C)c3)CC2)cc1OC` gave p53null 39C tox 2% and p53null 32C kill 1%.
COc1cc(OC)cc(-n2nc(C(=O)N3CC(C)CC(C)C3)c3ccccc3c2=O)c1 (stereo unspecified) was read as p53null 39C tox -13% and p53null 32C kill -1%.
For CCOC(=O)C1CCN(CCC(=O)Nc2ccccc2)CC1 the results were p53null 39C tox 21% and p53null 32C kill 0%.
`COc1cc(C(=O)N2CCCc3ccccc32)cc(OC)c1OC` gave p53null 39C tox -10% and p53null 32C kill 9%.
COc1ccc(CCN2C(=O)CC(N3CCOCC3)C2=O)cc1OC (stereo unspecified) was read as p53null 39C tox -2% and p53null 32C kill 8%.
`CCOc1ccccc1NC(=O)c1ccc(NC(=O)c2ccco2)cc1` gave p53null 39C tox 0% and p53null 32C kill 0%.
`CC(=O)Nc1sc(N/N=C\c2cccc(Cl)c2)nc1-c1cccs1` gave p53null 39C tox 14%[1.84 µM] and p53null 32C kill 2%.
`NC(=O)CSc1nc2cc([N+](=O)[O-])ccc2n1-c1cccc(C(F)(F)F)c1` gave p53null 39C tox 6% and p53null 32C kill 4%.
Screening CC1CCCC(C)N1S(=O)(=O)c1ccc(S(=O)(=O)NCc2ccccc2)cc1 (stereo unspecified) returned p53null 39C tox 2% and p53null 32C kill -4%.

Fetched by structure from the list above, three records:
COCCN(C(=O)Cn1nnc2ccccc21)C(C(=O)NC1CCCC1)c1ccc(OC)cc1OC (stereo unspecified) was read as p53null 39C tox 0% and p53null 32C kill 5%.
`COc1cc(C(=O)N2CCCc3ccccc32)cc(OC)c1OC` gave p53null 39C tox -10% and p53null 32C kill 9%.
`CC(=O)Nc1sc(N/N=C\c2cccc(Cl)c2)nc1-c1cccs1` gave p53null 39C tox 14%[1.84 µM] and p53null 32C kill 2%.

Further compounds:
Screening COCCCNc1ncnc2ccc(C)cc12 returned p53null 39C tox 8% and p53null 32C kill 1%.
O=C(Nc1nc2c(s1)CCCC2)c1ccc2ncsc2c1 was read as p53null 39C tox 11µM* and p53null 32C kill 13µM*.
For CC(C)OC(=O)CSc1nnc(-c2cnccn2)n1C the results were p53null 39C tox 5% and p53null 32C kill -5%.
O=C(OCC(=O)N1CCCc2ccccc21)c1cnc(Cl)c(Cl)c1 was read as p53null 39C tox -35% and p53null 32C kill -23%.
`COc1ccc2c(c1OC)C(C1c3c(cc4c(c3OC)OCO4)CCN1C)OC2=O` (stereo unspecified) gave p53null 39C tox -7% and p53null 32C kill 0%.
CCNc1nc(NCC)nc(SCCOC(=O)c2ccccc2)n1 was read as p53null 39C tox -15% and p53null 32C kill 1%.
